Source: PubChem BioAssay (National Center for Advancing Translational Sciences (NCATS))
JMJD2E inh: qHTS Assay for Inhibitors of Human Jumonji Domain Containing 2E (JMJD2E); Lysine-specific demethylase 4E (Homo sapiens), B2RXH2; AID 2147, 2009; JMJD2E catalytic domain, FDH-coupled NADH fluorescence (FDH is formaldehyde dehydrogenase); 230,000 compounds, 1.6% hits; Potency, µM (doses to about 57.1 µM), inactives show at the highest dose activity change, negative = inhibition, most hits filed as inhibitors; active = well fitted inhibition curve with a large enough effect, not every such curve was filed as active; inconclusive = small, poorly fitted or top-dose-only effect, or another doubt; inactive = no such curve, though single readings can be large or run the other way;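 note: 0% = wells with enzyme and -100% = buffer wells without enzyme; nearly all actives have a fitted effect of over 50% in size; many of its hits are not listed in these tables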
Target sequence (B2RXH2 1-337 limits assumed): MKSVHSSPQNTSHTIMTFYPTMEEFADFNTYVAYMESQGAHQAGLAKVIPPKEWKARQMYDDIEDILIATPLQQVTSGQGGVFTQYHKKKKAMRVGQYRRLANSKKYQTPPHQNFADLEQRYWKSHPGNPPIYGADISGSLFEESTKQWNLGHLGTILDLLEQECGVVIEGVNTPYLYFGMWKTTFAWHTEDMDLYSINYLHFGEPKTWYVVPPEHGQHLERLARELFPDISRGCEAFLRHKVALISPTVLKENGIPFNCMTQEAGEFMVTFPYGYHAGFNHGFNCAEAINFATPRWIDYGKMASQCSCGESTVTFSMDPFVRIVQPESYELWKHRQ
RGS12 GoLoco inh: qHTS Assay for Inhibitors of RGS12 GoLoco Motif Activity (Red Fluorophore); Gai1:RGS12 GoLoco peptide FP, rhodamine, 10 min; Potency, µM (titrated, usually from 61.6 µM), for inactives: at the top dose activity, negative = inhibition, actives largely listed as inhibitors; 230,000 compounds, 0.44% hits; AID 880, 2007; active = well fitted inhibition curve with a large enough effect, not every such curve was filed as active; inactive = no such curve, though single readings can be large or run the other way; note: % is set by controls: 0 for no effect and ±100 for the full control effect; nearly all actives have a fitted effect of over 30% in size; many of its hits are not listed in these tables
Target sequence (P63096 whole entry, looked up): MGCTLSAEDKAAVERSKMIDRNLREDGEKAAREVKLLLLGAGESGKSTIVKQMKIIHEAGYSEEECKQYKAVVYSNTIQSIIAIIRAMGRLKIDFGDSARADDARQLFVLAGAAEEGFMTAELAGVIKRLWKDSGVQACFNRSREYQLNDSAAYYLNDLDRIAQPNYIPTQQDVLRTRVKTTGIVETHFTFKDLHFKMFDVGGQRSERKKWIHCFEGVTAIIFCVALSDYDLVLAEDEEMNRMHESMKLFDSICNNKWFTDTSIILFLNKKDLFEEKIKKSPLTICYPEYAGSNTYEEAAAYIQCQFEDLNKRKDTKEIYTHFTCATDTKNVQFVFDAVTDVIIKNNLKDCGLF
Luc counter: Counterscreen for Luciferase (Kinase-Glo TM) Inhibition. Luciferin 4-monooxygenase (Photuris pensylvanica), Q27757. Kinase-Glo luciferase, ATP luminescence, 8 min. Potency, µM (highest dose often 38.3 µM), for inactives: at the top dose activity change, negative = inhibition, actives largely listed as inhibitors. 200,000 compounds, 0.28% hits; note: % is set by controls: 0 for no effect and ±100 for the full control effect; nearly all actives have a fitted effect of over 60% in size
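Inhibition of Kinase-Glo luciferase light generation was assessed at 10 uM ATP in pH 7.2 imidazole buffer, with luminescence measured after eight minutes at ambient temperature.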
SMN2 splice up: qHTS Assay for Enhancers of SMN2 Splice Variant Expression | AID 1458, 2008 | HEK293 SMN2-luciferase splicing reporter, luminescence, 30-36 h | Potency, µM (highest dose often 46.1 µM), for the others: at the highest dose activity change, positive = activation, usual class: activators | 210,000 compounds, 2.8% hits; note: % of control where 0% means no effect; nearly all actives have a fitted effect of over 55% in size
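HEK293 cells carry an SMN2 minigene-luciferase reporter in which exon 7 inclusion puts luciferase in frame. Cells were seeded at 2000 cells/well, attached for 10-12 hours, then exposed to compounds for 30-36 hours at 37C before ONE-Glo luminescence.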
NPSR antagonist: qHTS Assay for Antagonists of the Neuropeptide S Receptor: cAMP Signal Transduction. Q6W5P4. CHO-NPSR cells, cAMP TR-FRET, antagonist mode. Potency, µM (top dose mostly 38.3 µM), for inactives: at the highest dose activity change, negative = inhibition, hits mostly inhibitors. 220,000 compounds, 1% hits; note: % is set by controls: 0 for no effect and ±100 for the full control effect; nearly all actives have a fitted effect of over 50% in size; many of its hits are not listed in these tables
Target sequence (Q6W5P4 whole entry, looked up): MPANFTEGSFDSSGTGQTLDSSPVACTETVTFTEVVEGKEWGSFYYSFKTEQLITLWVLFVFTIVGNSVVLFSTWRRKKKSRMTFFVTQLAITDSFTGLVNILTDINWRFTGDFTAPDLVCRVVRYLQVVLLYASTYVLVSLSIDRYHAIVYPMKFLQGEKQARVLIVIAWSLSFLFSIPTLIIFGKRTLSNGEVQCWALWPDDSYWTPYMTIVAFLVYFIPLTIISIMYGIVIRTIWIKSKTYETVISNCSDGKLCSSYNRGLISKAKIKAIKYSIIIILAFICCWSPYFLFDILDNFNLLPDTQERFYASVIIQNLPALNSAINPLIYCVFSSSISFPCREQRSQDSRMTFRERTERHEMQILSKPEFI
RECQ1 inh: qHTS Assay for Inhibitors of RecQ-Like Dna Helicase 1 (RECQ1); RECQ1 DNA unwinding, red fluorescence kinetic read; Potency, µM (series often up to 57.3 µM), without a hit: at the top dose activity, negative = inhibition, hits mostly inhibitors; 240,000 compounds, 0.54% hits; AID 2549, 2010;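 note: plate controls were vehicle for no effect and no enzyme for full effect; nearly all actives have a fitted effect of over 30% in size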
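RECQ1T1 50 nM; forked duplex (20 bp + 30-nt ss tails) 200 nM, ATP 2 mM final; pH 8.0, 2 mM MgCl2, 2.5 ug/ml poly(dI-dC); 15 min compound preincubation; discontinuous kinetic read over 2 h at RT.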
IMPase Li inh: qHTS Assay for Identifying the Cell-Membrane Permeable IMPase Inhibitors: Potentiation with Lithium; CHO-M1 cells, IP1 TR-FRET (IP-One), carbachol + lithium; Potency, µM (doses to about 59.4 µM), for the others: at the highest dose activity, negative = IMPase inhibition, most hits filed as inhibitors; 210,000 compounds, 0.35% hits; AID 1457, 2008;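 note: IP1 builds up when IMPase is blocked and the TR-FRET signal falls; plate controls were basal vehicle for no effect and high inhibitor control for full effect; nearly all actives have a fitted effect of over 50% in size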
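Readout is a homogeneous TR-FRET IP1 immunoassay (Ex 320, Em 665 and 620), where raised cytosolic IP1 lowers signal. Cells were CHO-M1 treated 30 min at 37C with test compounds plus a little lithium; AC50 values came from Hill-equation fitting.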
Epigenetic derep: Quantitative High-Throughput Screen for Regulators of Epigenetic Control; murine LDR cells, GFP reporter derepression, 30 h; 280,000 compounds, 0.2% hits; Potency, µM (series often up to 53.9 µM), without a hit: at the highest dose GFP activation, hits mostly activators; note: % of control where 0% means no effect; nearly all actives have a fitted effect of over 60% in size
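Murine LDR cells bearing a silenced CMV-driven GFP reporter were exposed to compound for 30 h at 37 C. After PBS washes, GFP-positive cells (20-120 um objects) counted by laser-scanning microplate cytometry.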
Starred values were filed as active, the others as inactive; i = inactive; u = inconclusive; x = not tested or not shown; [ ] = remark or other dose. Unless noted, calls come from the whole dose curve; as a rule, active = well fitted curve in the direction sought with a large enough effect; inconclusive = small, poorly fitted or top-dose-only effect, or another doubt; inactive = no such curve, though single readings can be large; an effect the other way counts as inactive or inconclusive. Potency is the fitted concentration of half-maximal effect. The list is partial; the hit share may differ from the screen's.

SMILES	JMJD2E inh	RGS12 GoLoco inh	Luc counter	SMN2 splice up	NPSR antagonist	RECQ1 inh	IMPase Li inh	Epigenetic derep
COc1ccc(OC)c(CNC(=O)Cc2c(C(=O)O)[nH]c3ccc(Cl)cc23)c1	1%	1%	4%	16%	12%	0%	-3%	-2.8%
CCOC(=O)c1cn(-c2ccccc2)nc1-c1ccncc1	-6%	1%	14%	-8%	u	-13%	15%[38.3 µM]	1.1%
COc1cc(C(=O)OCC(=O)NCc2ccc(F)cc2)cc(NC(=O)c2cccs2)c1OC	u	-12%	2%	-14%	16%	-6%	7%	u
O=C(Cn1cccc1C(=O)c1ccccc1)NCCCN1CCOCC1	-4%	-13%	-1%	19%	-2%[46.1 µM]	-7%	1%[38.3 µM]	1.0%
CN(CC(=O)Nn1cnnc1)S(=O)(=O)c1ccccc1	4%	5%	-3%	-2%	-3%[46.1 µM]	11%	17%[38.3 µM]	-1.0%
CCn1c(SCC(=O)Nc2nc(C)c(C)s2)nnc1-c1cccs1	-3%	1%	-4%	-26%	-7%[46.1 µM]	-7%	20%	2.3%
Cc1ccc(Cl)cc1NC(=O)COC(=O)C1CCCC1	9%	6%	2%	-16%	11%[46.1 µM]	4%	5%[38.3 µM]	1.5%
CN(Cc1ccccc1F)c1ccc(S(=O)(=O)N2CCCC2)cn1	-9%	-9%	4%	-27%	-17%	-4%	-6%	0.0%
O=C(/C=C/c1cc2c(cc1Br)OCO2)NCc1ccc(Cl)cc1	9%	1%	-1%	-14%	-9%[46.1 µM]	u	-14%[38.3 µM]	-2.3%
COc1ccc(C(C(=O)NC2CCCC2)N(C(=O)c2ccco2)c2ccc3c(c2)OCO3)cc1OC (stereo unspecified)	-7%	0%	-2%	-6%	-8%[46.1 µM]	i	-9%[38.3 µM]	0.0%
O=C(CSc1nnc(-c2ccco2)n1CC1CCCO1)c1ccc(F)cc1 (stereo unspecified)	0%	8%	2%	-10%	-10%[46.1 µM]	-1%	18%[38.3 µM]	0.0%
C=C(C)CN1C(=O)c2ccccc2C1=O	6%	6%	-4%	-6%	-5%[46.1 µM]	18%	10%[38.3 µM]	0.0%
Cc1cc(C)c(NC(=O)NC(=O)c2cccc(F)c2)c(C)n1	-4%	x	x	x	-4%[46.1 µM]	i	x	0.3%
COC1=CC(=O)OC12CCCCC2	-2%	-3%	-4%	23%	-8%[46.1 µM]	i	4%[38.3 µM]	-1.0%
COc1ccc(NC(=O)CSc2nnc(-c3cccnc3)n2Cc2ccco2)c(OC)c1	-3%	-9%	4%	-4%	1%[46.1 µM]	-5%	-10%[38.3 µM]	-0.5%
CCOC(=O)Nc1ccc2c(CN3C(=O)NC4(CCCC4)C3=O)cc(=O)oc2c1	u	11%	3%	1%	-8%[46.1 µM]	-5%	-1%	0.1%
CCN(CC)S(=O)(=O)c1cccc(C(=O)NCCCn2ccnc2)c1	5%	3%	x	x	11%	-4%	x	-2.6%
Cc1cnn(-c2nc(-c3ccccc3)cc(-c3ccccc3)n2)c1	u	18%	2%	x	u	i	18%	-1.0%
Cc1csc2ncc(C(=O)Nc3ccon3)c(=O)n12	u	-22%	-2%	-4%	18%[46.1 µM]	0%	0%	-0.8%
O=Cc1cn(-c2ccccc2)nc1-c1cc2cc(O)ccc2oc1=O	u	15%	-6%	u	-21%[46.1 µM]	-1%	24%[38.3 µM]	-0.9%
O=C(c1cccc2cccc(O)c12)N1CCCCC1	u	x	x	x	17%[46.1 µM]	-5%	x	-6.8%
COc1ccc(C(=O)NCC(=O)O)cc1	6%	2%	0%	0%	3%[46.1 µM]	2%	-9%[38.3 µM]	-0.7%
COc1ccc(C2N=C(c3ccccc3)C(C)(C)N2O)cc1OC (stereo unspecified)	0%	-3%	3%	-13%	13%[46.1 µM]	-8%	-13%[38.3 µM]	-2.9%
CNc1oc(-c2ccc(Cl)cc2)nc1P(=O)(c1ccccc1)c1ccccc1	u	-9%	6%	-41%[inhibitor]	u	-1%	14%[38.3 µM]	-4.4%
COc1cc(C(=S)N2CCCCC2)ccc1O	2%	6%	0%	5%	1%[46.1 µM]	-4%	29%[38.3 µM]	-1.0%
CC1(C)CC(=O)C=C(NCCN2CCNCC2)C1	-8%	-1%	-4%	-9%	0%[46.1 µM]	i	35%[38.3 µM]	4.1%
CCC1Oc2ccc(C)cc2N(CC(=O)N(Cc2cccnc2)Cc2ccc(C)o2)C1=O (stereo unspecified)	-3%	-27%	3%	-21%	u	-5%	26%[38.3 µM]	u
Nc1nc2nc(-c3ccc(OCc4ccccc4)cc3)cc(C(F)(F)F)n2n1	u	21%	-1%	-9%	-4%[46.1 µM]	-7%	14%[38.3 µM]	-5.4%
COc1ccc(C(C(N)=O)c2ncc(C(F)(F)F)cc2Cl)cc1 (stereo unspecified)	-6%	6%	2%	-14%	3%	-4%	-4%	-1.4%
Oc1[nH]c2ccccc2c1N=Nc1ccccc1	-5%	2%	x	x	7%	-12%	x	u
Cc1ccc(S(=O)(=O)NNC(=O)c2cnn(-c3ccccc3)c2-n2cccc2)cc1	-4%	5%	2%	10%	u	-1%	20%[38.3 µM]	-1.0%
COc1ccc(NC2=NC(=S)N(c3ccccc3C)C23CCCCC3)cc1	3%	-1%	-1%	-17%	-9%[46.1 µM]	3%	22%[38.3 µM]	0.1%
NNc1ccc2nncn2n1	-22%	-7%	x	x	6%	-7%	x	0.0%
O=C(CSc1ncn[nH]1)Nc1ccccc1Sc1ccccc1	3%	-1%	-3%	-22%	-9%[46.1 µM]	i	18%[38.3 µM]	-0.7%
CCOc1ccc(CC(=O)Nc2nccs2)cc1	3%	7%	-5%	8%	1%	-11%	3%	2.1%
CCc1ccccc1NC(=O)CSc1ncn[nH]1	-5%	2%	-4%	24%	-16%[46.1 µM]	-4%	12%[38.3 µM]	-0.9%
O=C(COC(=O)c1cc(S(=O)(=O)Nc2ccccc2Cl)ccc1O)Nc1nc2ccccc2s1	u	3%	2%	16%	-4%	-11%	16%	0.5%
O=C(N/N=C/c1cccs1)c1n[nH]c2c1CCC2	-3%	10%	u	5µM*	-3%	-8%	12%	-1.0%
CCS(=O)(=O)c1nc(S(=O)(=O)c2ccc(Cl)cc2)c(NCc2ccccn2)s1	-1%	2%	x	x	-16%	i	-2%	0.0%
O=C(Cn1nc(Cc2cccnc2)c2ccccc2c1=O)Nc1cccnc1Cl	2%	5%	0%	-6%	-3%	-11%	-5%	-3.1%
COc1cccc(NC(=O)N2CCCC2C(=O)NC2CC2)c1 (stereo unspecified)	-4%	5%	-4%	8%	-6%[46.1 µM]	i	21%[38.3 µM]	-1.0%
CC(C)CN1CC[C@@]2(CCCN(C(=O)c3cnccn3)C2)C1	x	-5%	-2%	8%	x	-6%	1%	x
CCOC(=O)c1ccc(Oc2ccc(C(F)(F)F)cn2)cc1	3%	5%	1%	-10%	-18%	-5%	-3%	-1.4%
Cc1nn(-c2ccccc2)c2c1C(=O)N(c1ccccc1)C(=O)C(C)(C)C2	-2%	-2%	-3%	u	-7%[46.1 µM]	-3%	5%[38.3 µM]	-1.9%
CC(NC(N)=O)C(=O)OCC(=O)c1ccc(-c2ccccc2)cc1 (stereo unspecified)	-14%	17%	-6%	26%	11%	-12%	9%	1.2%
CCc1ccc(C2(O)CC(C(F)(F)F)=NN2C(=O)Cc2ccc([N+](=O)[O-])cc2)cc1 (stereo unspecified)	5%	-3%	-1%	-23%	2%[46.1 µM]	-3%	-1%	7.2%
COc1ccccc1/C=C/C(=O)NCC(=O)N/N=C/c1cccnc1	u	10%	-4%	-16%	9%	2%	-7%	1.0%
CC(=O)c1cccc(CN2CCN(Cc3ccccc3)C(CCO)C2)c1 (stereo unspecified)	8%	8%	-6%	-12%	10%	i	18%	1.1%
CC(C)C(=O)Nc1ccc(-c2csc(-c3ccccc3)n2)cc1	7%	-2%	-4%	u	-2%[46.1 µM]	-3%	-1%[38.3 µM]	-2.3%
CC(C)C(NC(=O)c1ccc(C(C)(C)C)cc1)C(=O)NCCc1ccccn1 (stereo unspecified)	13%	-2%	-5%	-44%[inhibitor]	4%	-1%	13%	-0.5%

Exported with two lines to a compound: entries from further up.
Order of results: JMJD2E inh | RGS12 GoLoco inh | Luc counter | SMN2 splice up | NPSR antagonist | RECQ1 inh | IMPase Li inh | Epigenetic derep
> CCOC(=O)c1ccc(Oc2ccc(C(F)(F)F)cn2)cc1
→ 3% | 5% | 1% | -10% | -18% | -5% | -3% | -1.4%
> Cc1nn(-c2ccccc2)c2c1C(=O)N(c1ccccc1)C(=O)C(C)(C)C2
→ -2% | -2% | -3% | u | -7%[46.1 µM] | -3% | 5%[38.3 µM] | -1.9%
> CC(NC(N)=O)C(=O)OCC(=O)c1ccc(-c2ccccc2)cc1 (stereo unspecified)
→ -14% | 17% | -6% | 26% | 11% | -12% | 9% | 1.2%
> CCc1ccc(C2(O)CC(C(F)(F)F)=NN2C(=O)Cc2ccc([N+](=O)[O-])cc2)cc1 (stereo unspecified)
→ 5% | -3% | -1% | -23% | 2%[46.1 µM] | -3% | -1% | 7.2%
> COc1ccccc1/C=C/C(=O)NCC(=O)N/N=C/c1cccnc1
→ u | 10% | -4% | -16% | 9% | 2% | -7% | 1.0%
> CC(=O)c1cccc(CN2CCN(Cc3ccccc3)C(CCO)C2)c1 (stereo unspecified)
→ 8% | 8% | -6% | -12% | 10% | i | 18% | 1.1%
> CC(C)C(=O)Nc1ccc(-c2csc(-c3ccccc3)n2)cc1
→ 7% | -2% | -4% | u | -2%[46.1 µM] | -3% | -1%[38.3 µM] | -2.3%
> CC(C)C(NC(=O)c1ccc(C(C)(C)C)cc1)C(=O)NCCc1ccccn1 (stereo unspecified)
→ 13% | -2% | -5% | -44%[inhibitor] | 4% | -1% | 13% | -0.5%
